Screens deposited in PubChem by several laboratories.
MC4R barr agon: activates human MC4R beta-arrestin recruitment; P32245; U2OS MC4R beta-arrestin complementation, luminescence; percent of melanotan II response, DMSO zero; activation, % at 8.9 µM; 360,000 compounds, 0.98% hits; AID 540308;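 active means activation above a per-plate cutoff, the mean activation of sample wells on that plate plus 3 SD, cut at about 8% in these data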
Target sequence (P32245 whole entry, looked up): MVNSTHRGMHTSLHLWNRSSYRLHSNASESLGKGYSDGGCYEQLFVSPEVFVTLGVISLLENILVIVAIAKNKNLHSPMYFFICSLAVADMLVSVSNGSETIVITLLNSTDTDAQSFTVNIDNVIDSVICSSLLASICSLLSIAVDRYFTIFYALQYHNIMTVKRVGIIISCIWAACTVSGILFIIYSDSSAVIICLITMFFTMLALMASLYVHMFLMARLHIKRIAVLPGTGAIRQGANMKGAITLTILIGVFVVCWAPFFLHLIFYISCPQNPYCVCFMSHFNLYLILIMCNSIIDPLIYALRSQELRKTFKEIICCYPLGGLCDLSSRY
ABHD5-PLIN5 inh: ABHD5-PLIN5 protein interaction inhibition | Q00G26+Q8WTS1 | Split G. princeps luciferase complementation, luminescence, 4 h | inhibition, % at 4 µM | 360,000 compounds, 0.78% hits | AID 602281;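 active means inhibition above the mean inhibition across every tested compound plus 3 SD, cut at about 22% in these data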;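 further: 0% = DMSO only wells and the 100% control is not disclosed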
MC4R antagonist: human MC4R antagonism in cAMP assay. MC4R-expressing cells, MTII-stimulated cAMP, LANCE TR-FRET. inhibition, % at 6.5 µM. 360,000 compounds, 0.48% hits. AID 540295;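 active means inhibition above its plate's cutoff, the mean of tested wells on that plate plus 3 SD, cut at about 29% in these data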;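 further: 0% = Melanotan II alone and 100% = Melanotan II plus saturating MCL0020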
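System: U2OS-MC4R stable cell line; Technique: Eu-cAMP/anti-cAMP TR-FRET, emission 671 nm; Repeats: single well per compound; Also added: Melanotan II; Dosing: one concentration, 6.5 µM nominal; Schedule: 30-min compound, 1-h challenge, 1-h detection, room temperature.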
HTR2A ag: mouse HTR2A agonism via beta-arrestin recruitment. activation, % at 7.6 µM. AID 624169. P35363. CHO-K1 mHTR2A beta-arrestin complementation, luminescence; percent of 30 µM serotonin response. 360,000 compounds, 0.66% hits;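 active means activation above a run cutoff, the mean activation of all tested compounds plus 3 SD, cut at about 14% in these data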;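 further: 0% = plate median of compound wells and 100% = 30 µM serotonin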
Target sequence (P35363 whole entry, looked up): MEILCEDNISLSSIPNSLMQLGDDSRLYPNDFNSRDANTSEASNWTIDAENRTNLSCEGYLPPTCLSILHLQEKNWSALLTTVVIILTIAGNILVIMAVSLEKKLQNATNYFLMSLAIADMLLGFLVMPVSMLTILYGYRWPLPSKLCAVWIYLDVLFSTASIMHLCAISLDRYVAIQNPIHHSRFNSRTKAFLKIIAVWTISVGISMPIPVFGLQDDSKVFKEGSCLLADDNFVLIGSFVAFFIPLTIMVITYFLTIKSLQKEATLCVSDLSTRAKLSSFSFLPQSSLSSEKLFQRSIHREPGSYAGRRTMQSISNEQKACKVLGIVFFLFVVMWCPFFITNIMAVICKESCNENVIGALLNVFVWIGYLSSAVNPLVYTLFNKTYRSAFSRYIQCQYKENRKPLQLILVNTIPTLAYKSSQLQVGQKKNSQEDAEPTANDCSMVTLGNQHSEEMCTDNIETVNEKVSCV
NOD2-RIPK2 inh: blocks binding of human NOD2 to RIPK2; inhibition, % at 4.98 µM; CHO BLA complementation NOD2-RIPK2, CCF4 ratio; 360,000 compounds, 0.38% hits; in the data active means inhibition above about 21%;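 further: 0% = vehicle only and 100% = reference blocker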
NCOA2 inhibitor: inhibits human steroid receptor coactivator 2; HEK293 GAL4-SRC2 luciferase reporter, luminescence; Q15596; 370,000 compounds, 0.17% hits; inhibition, % at 9 µM; AID 651957;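 active means inhibition above the mean inhibition of all tested compounds plus 3 SD, set per campaign, cut at about 52% in these data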;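 further: 0% = DMSO treated cells and 100% = cells given Gossypol at 36 µM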
TLR9-MyD88 block: blocks human TLR9 binding to MyD88; CHO BLA complementation TLR9-MyD88, CCF4 FRET ratio; inhibition, % at 4.98 µM; 340,000 compounds, 0.21% hits;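 active means inhibition above the mean over all tested compounds plus 3 SD, cut at about 21% in these data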;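 further: 0% = DMSO only wells and 100% = clavulanate BLA inhibitor control wells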
ABCB6 inh MLPCN: human ABCB6 transporter inhibition. K562-ABCB6 porphyrin accumulation, flow cytometry, 1 h; active compounds read low. Q9NP58. AID 602162. 360,000 compounds, 0.19% hits. fluorescence ratio to DMSO, % at 10 µM;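 active means fluorescence ratio to DMSO below 75%, the collection mean minus 3 SD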;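 further: signal is porphyrin accumulated inside mitochondria; 100% equals median channel fluorescence of DMSO control wells; lower ratio means ABCB6 inhibition with less porphyrin fluorescence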
Cardio protect: myocardial damage modulation in H9c2 cells; H9c2 cardiomyocytes, H2O2 injury protection, ATPLite, 2 h; protection from H2O2 cell death, % at 20 µM; 360,000 compounds, 0.63% hits; AID 588492;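 active means compounds giving at least 50% protection of heart cells from peroxide-induced death in the single-dose screen, raw or plate-pattern-corrected value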;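 further: 0% = DMSO wells with peroxide and 100% = DMSO wells without peroxide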
N-glyco inh: N-linked glycosylation inhibition | D54 ERlucT glycosylation luciferase reporter, 24 h; percent of 100 nM tunicamycin response | reporter increase, % at 12.5 µM | 360,000 compounds, 0.23% hits | AID 588692;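 active means mean luciferase reporter signal, scaled so untreated is 0 and the glycosylation-blocking control 100, at or above a set limit in every replicate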;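 further: luciferase carries N-glycosylation sites so blocking glycosylation raises the light; 0% = median of neutral control wells and 100% = median of 100 nM tunicamycin wells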
* hit, by the source's call; & = joins results of further samples. The list is partial (hit frequency here may not be typical).

`CC(=O)C1=CCC(c2cccc3ccccc23)N(S(=O)(=O)c2ccc(C)cc2)C1` (stereo not given) gave ABHD5-PLIN5 inh -6.1, HTR2A ag 2.1, NOD2-RIPK2 inh -11.2, NCOA2 inhibitor -11.1, ABCB6 inh MLPCN 96.0, Cardio protect 7.3 and N-glyco inh 0.1.
CCCC(=O)N(CCc1ccc(OC)cc1)Cc1nc2ccccc2c(=O)[nH]1 was read as MC4R barr agon 0.8, ABHD5-PLIN5 inh -4.9, MC4R antagonist 0.8, HTR2A ag -3.1, NOD2-RIPK2 inh -12.3, NCOA2 inhibitor 12.3, TLR9-MyD88 block -18.5, ABCB6 inh MLPCN 102.0, Cardio protect 16.0 and N-glyco inh 0.8.
`CC(=O)C1=CCC(c2ccccc2)N(S(=O)(=O)c2ccccc2)C1` (stereo not given) gave ABHD5-PLIN5 inh 5.2&11.6, HTR2A ag -4.8&2.2, NOD2-RIPK2 inh -6.5&-1.9, NCOA2 inhibitor -15.3&2.0, ABCB6 inh MLPCN 89.0&96.0, Cardio protect 5.3&9.2 and N-glyco inh -3.4&1.2.
`Cc1nc2ccc(C(=O)OCc3ccccc3Br)cc2nc1C` gave MC4R barr agon -1.1, ABHD5-PLIN5 inh -0.1, MC4R antagonist 2.5, HTR2A ag 3.5, NOD2-RIPK2 inh -0.7, NCOA2 inhibitor -9.9, TLR9-MyD88 block 10.8, ABCB6 inh MLPCN 109.0, Cardio protect -2.5 and N-glyco inh -2.3.
Screening c1ccc(-c2noc(CSc3nnc(Cc4cccs4)n3-c3ccccc3)n2)cc1 returned MC4R barr agon 3.4, ABHD5-PLIN5 inh -1.6, MC4R antagonist -3.0, HTR2A ag -2.7, NOD2-RIPK2 inh -2.4, NCOA2 inhibitor 1.6, TLR9-MyD88 block 7.3, ABCB6 inh MLPCN 82.0, Cardio protect -17.2 and N-glyco inh -3.0.
O=C(C1CC1)N(CCc1ccccc1)Cc1nc2ccccc2c(=O)[nH]1 was read as MC4R barr agon -2.3, ABHD5-PLIN5 inh -2.7, MC4R antagonist 4.9, HTR2A ag -2.1, NOD2-RIPK2 inh -3.9, NCOA2 inhibitor -10.3, TLR9-MyD88 block 7.0, ABCB6 inh MLPCN 100.0, Cardio protect 24.9 and N-glyco inh -0.1.
Screening CC(C)n1cnc2cc(NCc3ccccc3O)ccc21 returned MC4R barr agon -1.0, ABHD5-PLIN5 inh 2.6, MC4R antagonist -6.1, HTR2A ag -2.4, NOD2-RIPK2 inh -2.4, NCOA2 inhibitor -17.4, TLR9-MyD88 block 3.5, ABCB6 inh MLPCN 100.0, Cardio protect 0.7 and N-glyco inh -0.1.
For COc1ccc(OC)c(CN2CCN(C(=O)c3ccc(F)cc3)CC2)c1 the results were MC4R barr agon -1.6, ABHD5-PLIN5 inh 4.0, MC4R antagonist 2.6, HTR2A ag -4.8, NOD2-RIPK2 inh 0.1, NCOA2 inhibitor 13.3, TLR9-MyD88 block 5.9, ABCB6 inh MLPCN 100.0, Cardio protect 4.2 and N-glyco inh 1.9.
COc1ccccc1Cn1c(=O)c2ccccc2n2c(SCC(=O)N3CCCCC3)nnc12 was read as MC4R barr agon -0.3, ABHD5-PLIN5 inh -1.1, MC4R antagonist 1.0, HTR2A ag 0.2, NOD2-RIPK2 inh -1.7, NCOA2 inhibitor -8.1, TLR9-MyD88 block 0.2, ABCB6 inh MLPCN 96.0, Cardio protect 8.9 and N-glyco inh 1.6.
For CC1CN(c2ccc(Oc3ccccc3)cc2)c2nc3c(c(=O)[nH]c(=O)n3C)n2C1 (stereo not given) the results were MC4R barr agon 2.1, ABHD5-PLIN5 inh -3.1, MC4R antagonist -6.5, HTR2A ag 11.6, NOD2-RIPK2 inh -3.1, NCOA2 inhibitor -12.8, TLR9-MyD88 block -6.0, ABCB6 inh MLPCN 94.0, Cardio protect -5.9 and N-glyco inh 3.1.
`Cc1ccc(Sc2ncccc2COC(=O)NC(C)C)cc1` gave MC4R barr agon -1.7, ABHD5-PLIN5 inh 1.2, MC4R antagonist 12.5, HTR2A ag -3.4, NOD2-RIPK2 inh -1.0, NCOA2 inhibitor -6.0, TLR9-MyD88 block 1.4, ABCB6 inh MLPCN 91.0, Cardio protect 7.8 and N-glyco inh -4.0.
`O=C(c1cc2cc(Br)cc(Br)c2oc1=O)N1CCCC1` gave MC4R barr agon -1.3, ABHD5-PLIN5 inh -0.7, MC4R antagonist 7.3, HTR2A ag 1.5, NOD2-RIPK2 inh -3.6, NCOA2 inhibitor 5.3, TLR9-MyD88 block 0.0, ABCB6 inh MLPCN 96.0, Cardio protect 5.8 and N-glyco inh 0.3.
For Cc1ccc2ccccc2c1CSc1nc(N)nc2c1ncn2CC(C)C the results were MC4R barr agon -0.9, ABHD5-PLIN5 inh 0.1, MC4R antagonist 5.8, HTR2A ag 6.7, NOD2-RIPK2 inh -4.7, NCOA2 inhibitor -10.2, TLR9-MyD88 block 0.6, ABCB6 inh MLPCN 98.0, Cardio protect -9.2 and N-glyco inh 1.0.
O=C(CSc1nncn1-c1ccccc1)NCc1cccs1 was read as MC4R barr agon -1.3, ABHD5-PLIN5 inh -4.2, MC4R antagonist 6.2, HTR2A ag -4.6, NOD2-RIPK2 inh -7.1, NCOA2 inhibitor -1.9, TLR9-MyD88 block -0.4, ABCB6 inh MLPCN 97.0, Cardio protect -3.5 and N-glyco inh 0.2.
`COc1cc(OC)cc(-c2c(C#Cc3ccsc3)c3cc(-c4ccc(OC)nc4)ccc3n2C)c1` gave MC4R barr agon -1.3, ABHD5-PLIN5 inh -2.1, MC4R antagonist -3.2, HTR2A ag -0.1, NOD2-RIPK2 inh 3.8, NCOA2 inhibitor -13.9, TLR9-MyD88 block -0.1, ABCB6 inh MLPCN 100.0, Cardio protect -6.9 and N-glyco inh -3.7.
For COc1ccc(NS(=O)(=O)c2ccc(O)c(NC(=O)c3ccc(S(=O)(=O)N4CCCCCC4)cc3)c2)cc1 the results were MC4R barr agon -1.9, ABHD5-PLIN5 inh -3.6, MC4R antagonist 1.5, HTR2A ag 2.4, NOD2-RIPK2 inh 4.5, NCOA2 inhibitor 4.0, TLR9-MyD88 block -3.7, ABCB6 inh MLPCN 92.0, Cardio protect -11.3 and N-glyco inh 2.2.
C[C@H]1CN([C@@H](C)CO)C(=O)CCCn2nncc2CO[C@@H]1CN(C)Cc1ccc(-c2ccccc2)cc1 was read as MC4R barr agon 0.6, ABHD5-PLIN5 inh 9.2, MC4R antagonist 3.8, HTR2A ag 4.6, NOD2-RIPK2 inh 8.1, NCOA2 inhibitor 23.8, TLR9-MyD88 block -1.8, ABCB6 inh MLPCN 102.0, Cardio protect 17.7 and N-glyco inh -2.4.
O=C(O)CC1S/C(=N/N=C/c2ccc(-c3ccccc3[N+](=O)[O-])o2)NC1=O (stereo not given) was read as MC4R barr agon -3.0, ABHD5-PLIN5 inh -48.5, MC4R antagonist -7.3, HTR2A ag -0.5, NOD2-RIPK2 inh 3.1, NCOA2 inhibitor -9.6, TLR9-MyD88 block 9.5, ABCB6 inh MLPCN 92.0, Cardio protect -10.3 and N-glyco inh 7.7.
For O=C(NCc1ccccc1)C(c1ccc(F)cc1)N(Cc1ccc2c(c1)OCO2)C(=O)Cn1nnc(-c2cccs2)n1 (stereo not given) the results were MC4R barr agon -0.3, ABHD5-PLIN5 inh 1.0, MC4R antagonist -0.5, HTR2A ag -2.2, NOD2-RIPK2 inh -9.1, NCOA2 inhibitor -14.0, TLR9-MyD88 block -1.0, ABCB6 inh MLPCN 100.0, Cardio protect 5.9 and N-glyco inh -2.9.
Screening N#CC(C#N)=Cc1cnc(N2CCN(c3ccccc3)CC2)s1 returned MC4R barr agon -1.0, ABHD5-PLIN5 inh 9.6, MC4R antagonist 4.0, HTR2A ag 10.4, NOD2-RIPK2 inh 8.5, NCOA2 inhibitor 10.1, TLR9-MyD88 block 15.5, ABCB6 inh MLPCN 99.0, Cardio protect 2.1 and N-glyco inh 1.1.
For O=c1cc(N2CCN(c3ccc(F)cc3)CC2)[nH]c(=O)n1C1CCCCC1 the results were MC4R barr agon 1.3, ABHD5-PLIN5 inh -3.0, MC4R antagonist -7.8, HTR2A ag 1.5, NOD2-RIPK2 inh 2.6, NCOA2 inhibitor -19.6, TLR9-MyD88 block 0.2, ABCB6 inh MLPCN 112.0, Cardio protect 8.3 and N-glyco inh 3.1.
`COc1ccccc1C(=O)NNC(=S)NC(=O)c1ccco1` gave MC4R barr agon -4.2, ABHD5-PLIN5 inh 0.0, MC4R antagonist 5.2, HTR2A ag -7.2, NOD2-RIPK2 inh -3.3, NCOA2 inhibitor -13.7, TLR9-MyD88 block 1.5, ABCB6 inh MLPCN 96.0, Cardio protect 47.5 and N-glyco inh -3.0.
Screening CC(=O)c1sc(NC(=O)C(C)C)nc1C returned MC4R barr agon 0.3, ABHD5-PLIN5 inh 9.8, MC4R antagonist 10.5, HTR2A ag 7.2, NOD2-RIPK2 inh -11.3, NCOA2 inhibitor 2.7, TLR9-MyD88 block -2.3, ABCB6 inh MLPCN 92.0, Cardio protect 10.6 and N-glyco inh 2.6.
CC1(C)CC(=O)C2=C(C1)Nc1nc(SCCN3CCOCC3)[nH]c(=O)c1C2c1cccs1 (stereo not given) was read as MC4R barr agon -1.0, ABHD5-PLIN5 inh 12.8, MC4R antagonist 11.0, HTR2A ag 4.1, NOD2-RIPK2 inh 5.2, NCOA2 inhibitor 4.0, TLR9-MyD88 block 3.9, ABCB6 inh MLPCN 98.0, Cardio protect 4.5 and N-glyco inh 0.5.
COc1cc2[nH]c(=O)c(C(=O)NCc3ccc(C)cc3)c(O)c2cc1OC was read as MC4R barr agon -1.3, ABHD5-PLIN5 inh 3.0, MC4R antagonist -5.3, HTR2A ag 6.5, NOD2-RIPK2 inh -23.5, NCOA2 inhibitor 1.3, TLR9-MyD88 block 2.2, ABCB6 inh MLPCN 98.0, Cardio protect -1.0 and N-glyco inh 1.1.
For CC1=[N+](C)N(c2ccccc2)C(=O)C1N=Cc1ccccc1Cl (stereo not given) the results were MC4R barr agon 0.1, ABHD5-PLIN5 inh -8.8, MC4R antagonist -0.2, HTR2A ag -1.8, NOD2-RIPK2 inh 4.4, NCOA2 inhibitor 4.9, TLR9-MyD88 block 8.8, ABCB6 inh MLPCN 99.0, Cardio protect 10.0 and N-glyco inh 1.7.
`O=C(OC1CCCCC1=O)c1cccc(S(=O)(=O)N2CCOCC2)c1` (stereo not given) gave MC4R barr agon -1.3, ABHD5-PLIN5 inh -1.2, MC4R antagonist 4.5, HTR2A ag 3.3, NOD2-RIPK2 inh 6.5, NCOA2 inhibitor -12.2, TLR9-MyD88 block 5.4, ABCB6 inh MLPCN 96.0, Cardio protect 5.2 and N-glyco inh 1.7.
`COc1ccc(S(=O)(=O)N2CCN(C(=O)c3cc4c(s3)CCCC4)CC2)cc1` gave MC4R barr agon -1.5, ABHD5-PLIN5 inh -6.4, MC4R antagonist -6.2, HTR2A ag -0.5, NOD2-RIPK2 inh 0.2, NCOA2 inhibitor 9.1, TLR9-MyD88 block 2.0, ABCB6 inh MLPCN 92.0, Cardio protect -10.3 and N-glyco inh -2.6.
